High-throughput results (PubChem)
CHRM5 PAM – positive allosteric modulators of human muscarinic M5 receptor | AID 624038 | activation, % at 3 µM | hit rate 0.3% among 360,000 | CHO-K1 hM5, Fluo-8 calcium, ACh EC20 PAM; 0% = ACh EC20, 100% = ACh EC100 | P08912;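 active means activation above the run cutoff, the mean activation of all test compounds plus 3 SD, cut at about 18% in these data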
Target sequence (P08912 whole entry, looked up): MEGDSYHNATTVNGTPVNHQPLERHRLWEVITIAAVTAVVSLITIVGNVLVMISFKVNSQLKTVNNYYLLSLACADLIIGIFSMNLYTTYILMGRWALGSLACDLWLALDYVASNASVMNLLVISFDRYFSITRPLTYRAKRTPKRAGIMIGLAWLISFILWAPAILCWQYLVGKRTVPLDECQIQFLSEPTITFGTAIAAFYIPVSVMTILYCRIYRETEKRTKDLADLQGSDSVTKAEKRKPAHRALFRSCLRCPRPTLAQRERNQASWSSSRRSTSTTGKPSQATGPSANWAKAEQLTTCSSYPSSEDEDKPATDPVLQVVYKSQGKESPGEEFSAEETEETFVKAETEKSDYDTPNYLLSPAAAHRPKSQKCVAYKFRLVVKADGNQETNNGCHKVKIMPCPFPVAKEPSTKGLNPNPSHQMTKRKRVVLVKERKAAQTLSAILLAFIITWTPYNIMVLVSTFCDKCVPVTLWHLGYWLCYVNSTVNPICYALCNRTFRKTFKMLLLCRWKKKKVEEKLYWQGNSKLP
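System: CHO-K1 hM5 cells. Reagent: acetylcholine, EC20 level. Compound dosing: single dose, 3 µM nominal final test concentration. Timing: Post-acetylcholine fluorescence recording 140 s. Detection: Fluo-8 calcium fluorescence. Read-out: % activation, ACh-normalized. Benchmarks: ACh EC20 and EC100 wells. Repeats: singlicate, one well per test compound.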
CHRM4 PAM – positive allosteric modulators of human muscarinic M4 receptor | P08173 | CHO-K1 hM4/Gqi5, Fluo-8 calcium fluorescence, ACh EC20; 0% = ACh EC20, 100% = maximal ACh | activation, % at 3 µM | hit rate 0.4% among 360,000 | AID 624126;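 active means activation above its plate's cutoff, the mean activation of sample wells plus 3 SD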; further: some results filed as inactive read as strong as hits
Target sequence (P08173 whole entry, looked up): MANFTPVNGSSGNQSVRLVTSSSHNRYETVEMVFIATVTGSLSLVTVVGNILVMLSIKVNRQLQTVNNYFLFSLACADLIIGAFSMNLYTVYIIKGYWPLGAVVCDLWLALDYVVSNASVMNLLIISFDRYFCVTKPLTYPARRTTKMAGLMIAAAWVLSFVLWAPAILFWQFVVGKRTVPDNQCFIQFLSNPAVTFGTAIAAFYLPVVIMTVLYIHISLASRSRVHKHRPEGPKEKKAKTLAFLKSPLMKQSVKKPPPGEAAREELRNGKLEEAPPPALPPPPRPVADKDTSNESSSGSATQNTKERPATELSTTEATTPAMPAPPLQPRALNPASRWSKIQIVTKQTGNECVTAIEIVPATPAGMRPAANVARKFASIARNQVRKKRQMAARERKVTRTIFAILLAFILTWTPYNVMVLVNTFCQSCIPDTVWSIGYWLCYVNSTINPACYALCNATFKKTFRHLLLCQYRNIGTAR
M1 ag parental – nonselective activator or artifact in parental CHO-K1 cells; Fluo-8 calcium fluorescence; scaled to maximal ATP response, vehicle zero; activation, % at 3 µM; hit rate 0.48% among 360,000; in the data active means activation above about 15%;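 further: untransfected CHO-K1 host cells lacking M1 receptor as counterscreen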
M4 antag – antagonists of human muscarinic M4 receptor (CHRM4). hit rate 0.73% among 360,000. inhibition, % at 3 µM. CHO-hM4 cells, ACh EC80, Fluo-8 calcium fluorescence. P08173;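 active means inhibition above its plate's cutoff, the mean inhibition of sample wells plus 3 SD, cut at about 27% in these data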;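 further: 0% = acetylcholine EC80 with DMSO and 100% = DMSO without agonist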
CHO-K1 Ca antag – M1 antagonist counterscreen hit in parental CHO-K1 cells; inhibition, % at 3 µM; ATP-induced calcium, Fluo-8 fluorescence; hit rate 0.6% among 360,000;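 active means inhibition above a per-plate cutoff, the plate's mean sample inhibition plus 3 SD, cut at about 24% in these data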;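 further: 0% = DMSO plus EC80 ATP and 100% = DMSO alone without ATP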
M5 ag – agonists of human muscarinic M5 receptor (CHRM5). P08912. CHO-K1 hM5 cells, Fluo-8 calcium fluorescence; 0% DMSO wells, 100% maximal acetylcholine response. activation, % at 3 µM. hit rate 0.19% among 360,000;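 active means activation above the run's mean over test compounds plus 3 SD, cut at about 23% in these data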;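 further: signal is peak over basal fluorescence ratio across the kinetic read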
CHO-K1 Ca PAM – M1 PAM counterscreen hit in parental CHO-K1 cells | activation, % at 3 µM | hit rate 0.02% among 360,000 | ATP EC20, Fluo-8 calcium fluorescence; 0% at ATP EC20, 100% at ATP max | AID 602247;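 active means activation above the run cutoff, the mean activation of all test compounds plus 3 SD, cut at about 40% in these data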;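 further: peak over basal fluorescence ratio in a 140 s read after ATP addition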
M4 ag – CHRM4 agonism in calcium assay. activation, % at 3 µM. CHO-K1 hM4/Gqi5, Fluo-8 calcium fluorescence; vehicle 0%, full acetylcholine response 100%. hit rate 0.14% among 360,000. P08173. AID 624127;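 active means activation above the run mean over all test wells plus 3 SD, cut at about 32% in these data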;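 further: peak over basal fluorescence ratio per well then scaled between controls; 0% = DMSO wells and 100% = acetylcholine at EC100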
M5 antag – antagonists of human muscarinic M5 receptor (CHRM5); inhibition, % at 3 µM; hit rate 0.59% among 360,000; AID 624040; P08912; CHO-hM5 cells, Fluo-8 calcium fluorescence, ACh EC80;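 active means inhibition above a per-plate cutoff, the mean of that plate's test compounds plus 3 SD, cut at about 27% in these data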;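 further: 0% = acetylcholine EC80 with DMSO and 100% = DMSO without agonist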
Starred values were filed as active, the others as inactive.

What do the screens show for `O=C(Cc1cccc2ccccc12)Nc1ccccc1`?
CHRM5 PAM: -5; CHRM4 PAM: 1; M1 ag parental: 0.1; M4 antag: -5; CHO-K1 Ca antag: 8; M5 ag: -2; CHO-K1 Ca PAM: -10; M4 ag: 1; M5 antag: 8

What do the screens show for `CC1=NN(c2nc(C)cc(C)n2)C(=O)C1CCC(C)C` (stereo unspecified)?
CHRM5 PAM: 15; CHRM4 PAM: 21; M1 ag parental: 0.1; M4 antag: 5; CHO-K1 Ca antag: 3; M5 ag: 4; CHO-K1 Ca PAM: -1; M4 ag: 0; M5 antag: -16

Results for COCCCNC(=O)c1c(NC(=O)C2COc3ccccc3O2)sc2c1CCCC2 (stereo unspecified) ?
CHRM5 PAM: 6; CHRM4 PAM: 0; M1 ag parental: 0.1; M4 antag: 1; CHO-K1 Ca antag: -3; M5 ag: -3; CHO-K1 Ca PAM: 1; M4 ag: 0; M5 antag: -10

How did O=C(CSc1ccccn1)Nc1ccc2c(c1)OCO2 do in these assays?
CHRM5 PAM: 5; CHRM4 PAM: 1; M1 ag parental: 1.0; M4 antag: 2; CHO-K1 Ca antag: -10; M5 ag: 2; CHO-K1 Ca PAM: 21; M4 ag: 0; M5 antag: 0

Results for NC1=NC2(CCCCC2)N(c2ccc(F)cc2F)C(N)=N1 ?
CHRM5 PAM: -4; CHRM4 PAM: -4; M1 ag parental: -0.2; M4 antag: 10; CHO-K1 Ca antag: 14; M5 ag: -7; CHO-K1 Ca PAM: -9; M4 ag: 0; M5 antag: 5

How did CC(=O)c1ccc(S(=O)(=O)N(C)CCCC(=O)N(C)Cc2c(F)cccc2Cl)cc1 do in these assays?
CHRM5 PAM: -6; CHRM4 PAM: -8; M1 ag parental: 1.3; M4 antag: 4; CHO-K1 Ca antag: 0; M5 ag: -6; CHO-K1 Ca PAM: -20; M4 ag: 8; M5 antag: 12

How did CC(C)c1ccc(NC(=O)c2cc(S(=O)(=O)NCC3COc4ccccc4O3)ccc2F)cc1 (stereo unspecified) do in these assays?
CHRM5 PAM: -1; CHRM4 PAM: -6; M1 ag parental: 0.4; M4 antag: -5; CHO-K1 Ca antag: 12; M5 ag: 0; CHO-K1 Ca PAM: 9; M4 ag: 3; M5 antag: 3

Results for O=P1(Nn2cnnc2)C=C(c2ccccc2)OC(c2ccccc2)=C1 ?
CHRM5 PAM: -3; CHRM4 PAM: 6; M1 ag parental: 0.8; M4 antag: -8; CHO-K1 Ca antag: -19; M5 ag: -2; CHO-K1 Ca PAM: 19; M4 ag: 3; M5 antag: -2

Results for CCc1ccc(NC(=O)NCCN2CCCCC2)cc1 ?
CHRM5 PAM: -6; CHRM4 PAM: 2; M1 ag parental: 0.8; M4 antag: 3; CHO-K1 Ca antag: -9; M5 ag: 4; CHO-K1 Ca PAM: 10; M4 ag: 0; M5 antag: 2

Results for Nc1c(C(=O)NC2CCCC2)c2nc3ccccc3nc2n1/N=C/c1ccco1 ?
CHRM5 PAM: 1; CHRM4 PAM: 12; M1 ag parental: 0.2; M4 antag: 7; CHO-K1 Ca antag: 2; M5 ag: 3; CHO-K1 Ca PAM: -2; M4 ag: 1; M5 antag: 0

How did COCCCNC(=O)c1oc2ccc(S(=O)(=O)N3CCOCC3)cc2c1C do in these assays?
CHRM5 PAM: -6; CHRM4 PAM: 6; M1 ag parental: 2.6; M4 antag: -7; CHO-K1 Ca antag: -19; M5 ag: 0; CHO-K1 Ca PAM: 16; M4 ag: 3; M5 antag: 6

How did CCC1CCCCN1CCCNC(=O)c1ccc(CS(=O)(=O)Cc2ccccc2F)o1 (stereo unspecified) do in these assays?
CHRM5 PAM: 6; CHRM4 PAM: 0; M1 ag parental: 0.1; M4 antag: -2; CHO-K1 Ca antag: -11; M5 ag: -4; CHO-K1 Ca PAM: 10; M4 ag: 0; M5 antag: -5

Results for Cn1cnc([N+](=O)[O-])c1Sc1nc(N)nc2c1ncn2Cc1ccccc1 ?
CHRM5 PAM: -4; CHRM4 PAM: 6; M1 ag parental: 0.0; M4 antag: -2; CHO-K1 Ca antag: 7; M5 ag: 1; CHO-K1 Ca PAM: -19; M4 ag: 1; M5 antag: 18

How did CS(=O)(=O)c1ccc2nc(NC(=O)CN3CCN(Cc4ccccc4)CC3)sc2c1 do in these assays?
CHRM5 PAM: 1; CHRM4 PAM: -3; M1 ag parental: 1.0; M4 antag: -1; CHO-K1 Ca antag: -7; M5 ag: -3; CHO-K1 Ca PAM: 23; M4 ag: 1; M5 antag: 4

Results for C/C(=N\NC(=O)c1cccc([N+](=O)[O-])c1)c1ccncc1 ?
CHRM5 PAM: 0; CHRM4 PAM: -3; M1 ag parental: 0.9; M4 antag: 4; CHO-K1 Ca antag: -5; M5 ag: -2; CHO-K1 Ca PAM: 10; M4 ag: 1; M5 antag: 5

How did COc1cc2[nH]c(C(=O)N3CC(C)OC(C)C3)cc2c(OC)c1OC (stereo unspecified) do in these assays?
CHRM5 PAM: 4; CHRM4 PAM: -1; M1 ag parental: 0.3; M4 antag: -2; CHO-K1 Ca antag: -2; M5 ag: -1; CHO-K1 Ca PAM: -31; M4 ag: 0; M5 antag: -4

How did COc1ccccc1-c1nnc(SCC(=O)N2CCCC2)o1 do in these assays?
CHRM5 PAM: -3; CHRM4 PAM: 8; M1 ag parental: 0.9; M4 antag: -4; CHO-K1 Ca antag: -8; M5 ag: -2; CHO-K1 Ca PAM: 4; M4 ag: 2; M5 antag: 15

What do the screens show for `CN(CCCNS(=O)(=O)c1cccc2cccnc12)Cc1ccccc1`?
CHRM5 PAM: 3; CHRM4 PAM: 14; M1 ag parental: 0.9; M4 antag: -21; CHO-K1 Ca antag: -8; M5 ag: -4; CHO-K1 Ca PAM: 20; M4 ag: 1; M5 antag: -6

How did CCOc1cc(CNc2cccc3[nH]c(C)nc23)ccc1OC do in these assays?
CHRM5 PAM: 1; CHRM4 PAM: 4; M1 ag parental: 6.6; M4 antag: -8; CHO-K1 Ca antag: -4; M5 ag: -1; CHO-K1 Ca PAM: 8; M4 ag: 2; M5 antag: -2

How did COc1ccc(NC(=O)C2Cc3c(-c4ccc(NC(C)=O)cc4)ccnc3O2)cc1OC (stereo unspecified) do in these assays?
CHRM5 PAM: -5; CHRM4 PAM: 0; M1 ag parental: 0.1; M4 antag: 3; CHO-K1 Ca antag: 17; M5 ag: 1; CHO-K1 Ca PAM: -6; M4 ag: 1; M5 antag: 2

How did CCCCC[C@@H](C)N1C[C@H](COCc2ccccc2)Oc2cc(N3CCC[C@H]3CO)ccc2S1(=O)=O do in these assays?
CHRM5 PAM: -6; CHRM4 PAM: 3; M1 ag parental: 1.0; M4 antag: -6; CHO-K1 Ca antag: -14; M5 ag: -2; CHO-K1 Ca PAM: 17; M4 ag: -1; M5 antag: 2

Results for CCCC#Cc1cnc2c(c1)C(=O)N([C@H](C)CO)C[C@@H](C)[C@H](CN(C)S(=O)(=O)c1cccc(OC)c1)O2 ?
CHRM5 PAM: 1; CHRM4 PAM: -2; M1 ag parental: 2.7; M4 antag: -29; CHO-K1 Ca antag: 2; M5 ag: 0; CHO-K1 Ca PAM: -7; M4 ag: 15; M5 antag: -8

Results for COc1ccccc1NS(=O)(=O)c1cc(C(=O)NCC(C)(C)N2CCOCC2)ccc1C ?
CHRM5 PAM: 7; CHRM4 PAM: 7; M1 ag parental: 0.2; M4 antag: -11; CHO-K1 Ca antag: 6; M5 ag: 1; CHO-K1 Ca PAM: -10; M4 ag: 2; M5 antag: -5

What do the screens show for `COc1ccc(NC(=O)c2ccc(S(=O)(=O)N3CCCCC3)cc2)c(OC)c1`?
CHRM5 PAM: -2; CHRM4 PAM: 7; M1 ag parental: 1.4; M4 antag: -8; CHO-K1 Ca antag: -4; M5 ag: -2; CHO-K1 Ca PAM: -20; M4 ag: 2; M5 antag: -2

How did CC(C)OC(=O)c1cccc(C(=O)OCc2ccco2)n1 do in these assays?
CHRM5 PAM: 1; CHRM4 PAM: -6; M1 ag parental: 0.4; M4 antag: 1; CHO-K1 Ca antag: -6; M5 ag: -2; CHO-K1 Ca PAM: 6; M4 ag: 0; M5 antag: 0

How did Cc1nc(Cl)cc(N/N=C/c2ccc(O)cc2O)n1 do in these assays?
CHRM5 PAM: -2; CHRM4 PAM: 3; M1 ag parental: 1.6; M4 antag: -6; CHO-K1 Ca antag: -3; M5 ag: 7; CHO-K1 Ca PAM: 24; M4 ag: 3; M5 antag: -11

Results for C/C(CC(=O)Nc1cccc(F)c1)=N\NC(=O)c1ccncc1 ?
CHRM5 PAM: 3; CHRM4 PAM: 2; M1 ag parental: 1.3; M4 antag: -4; CHO-K1 Ca antag: -12; M5 ag: 0; CHO-K1 Ca PAM: 8; M4 ag: 2; M5 antag: -3

What do the screens show for `C#CCOCCOCCOCCNc1nc(N2CCN(C(=O)CCCCCCCCCCNC(=O)[C@H]([C@@H](C)CC)n3cc(CCCCN=C(N)N)nn3)CC2)nc(N2CCN(C(=O)CCCCCCCCCCNC(=O)[C@H](CO)n3cc(CCCCCN)nn3)CC2)n1`?
CHRM5 PAM: -10; CHRM4 PAM: -13; M1 ag parental: 0.2; M4 antag: 34*; CHO-K1 Ca antag: -15; M5 ag: -7; CHO-K1 Ca PAM: 10; M4 ag: 1; M5 antag: 23

Results for O=C(NCC1COc2ccccc2O1)c1cn(Cc2ccc(F)cc2)nn1 (stereo unspecified) ?
CHRM5 PAM: -1; CHRM4 PAM: 1; M1 ag parental: 0.2; M4 antag: -12; CHO-K1 Ca antag: -6; M5 ag: 0; CHO-K1 Ca PAM: 9; M4 ag: 4; M5 antag: 5

What do the screens show for `O=C(N/N=C/c1c(O)ccc2ccccc12)c1ccc(CO)nc1`?
CHRM5 PAM: -10; CHRM4 PAM: -3; M1 ag parental: 1.2; M4 antag: 8; CHO-K1 Ca antag: 5; M5 ag: 2; CHO-K1 Ca PAM: -12; M4 ag: 3; M5 antag: 1

Structures shown so far that have an NH in an aromatic ring (two):
How did COc1cc2[nH]c(C(=O)N3CC(C)OC(C)C3)cc2c(OC)c1OC (stereo unspecified) do in these assays?
CHRM5 PAM: 4; CHRM4 PAM: -1; M1 ag parental: 0.3; M4 antag: -2; CHO-K1 Ca antag: -2; M5 ag: -1; CHO-K1 Ca PAM: -31; M4 ag: 0; M5 antag: -4

How did CCOc1cc(CNc2cccc3[nH]c(C)nc23)ccc1OC do in these assays?
CHRM5 PAM: 1; CHRM4 PAM: 4; M1 ag parental: 6.6; M4 antag: -8; CHO-K1 Ca antag: -4; M5 ag: -1; CHO-K1 Ca PAM: 8; M4 ag: 2; M5 antag: -2

Sorted by molecular weight (highest first): some entries from above
What do the screens show for `CN(CCCNS(=O)(=O)c1cccc2cccnc12)Cc1ccccc1`?
CHRM5 PAM: 3; CHRM4 PAM: 14; M1 ag parental: 0.9; M4 antag: -21; CHO-K1 Ca antag: -8; M5 ag: -4; CHO-K1 Ca PAM: 20; M4 ag: 1; M5 antag: -6

What do the screens show for `O=C(N/N=C/c1c(O)ccc2ccccc12)c1ccc(CO)nc1`?
CHRM5 PAM: -10; CHRM4 PAM: -3; M1 ag parental: 1.2; M4 antag: 8; CHO-K1 Ca antag: 5; M5 ag: 2; CHO-K1 Ca PAM: -12; M4 ag: 3; M5 antag: 1

How did Cc1nc(Cl)cc(N/N=C/c2ccc(O)cc2O)n1 do in these assays?
CHRM5 PAM: -2; CHRM4 PAM: 3; M1 ag parental: 1.6; M4 antag: -6; CHO-K1 Ca antag: -3; M5 ag: 7; CHO-K1 Ca PAM: 24; M4 ag: 3; M5 antag: -11

The order is random; 2.7% or so of the library scored in one or more.
